# High-throughput results from PubChem BioAssay.
# PTK2B oligo ant: Pyk2 (human) oligomerization antagonism | 99,000 tested, 0.83% active | AID 1347419 | z-score (the deposit names both 25 µM and 10 µM) | Q14289 | Q293 cells, Pyk2 FERM NanoBiT luminescence; active compounds read low;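 active = Z-score of -3 or lower, scaled per plate to the spread of control and sample wells; inactive = z-score above -3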;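 also: negative z-score means lost luminescence so less FERM oligomerization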
# CYP2C9 inhib: blocks human cytochrome P450 2C9; P11712; CYP2C9 Supersomes, luciferin-H conversion, luminescence; inhibition, % at 5 µM; 96,000 tested, 20% active; AID 777;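 active = blocking of liver enzyme CYP2C9 beyond about 50% at 5 µM, limit read from the data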; also: values of inactives mirror those of a sister screen read the other way
# Target sequence (P11712 whole entry, looked up): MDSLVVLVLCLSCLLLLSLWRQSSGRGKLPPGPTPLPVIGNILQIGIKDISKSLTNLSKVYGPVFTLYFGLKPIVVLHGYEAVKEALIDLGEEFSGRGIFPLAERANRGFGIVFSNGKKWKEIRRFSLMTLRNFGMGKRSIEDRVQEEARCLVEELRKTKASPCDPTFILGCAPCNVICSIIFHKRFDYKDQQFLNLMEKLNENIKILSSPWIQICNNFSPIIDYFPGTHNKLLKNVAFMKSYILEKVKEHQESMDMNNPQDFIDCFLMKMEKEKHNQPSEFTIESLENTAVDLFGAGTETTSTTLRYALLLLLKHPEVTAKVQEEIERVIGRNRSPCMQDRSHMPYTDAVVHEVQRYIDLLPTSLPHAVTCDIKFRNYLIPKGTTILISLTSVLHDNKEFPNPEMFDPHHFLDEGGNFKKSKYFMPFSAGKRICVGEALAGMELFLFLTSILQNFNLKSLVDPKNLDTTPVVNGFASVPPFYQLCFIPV
# CYP2C19 inh: blocks human cytochrome P450 2C19 | P33261 | CYP2C19 Supersomes, luciferin-H EGE luminescence, 30 min | inhibition, % at 5 µM | 96,000 tested, 21% active;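 active = CYP2C19 inhibition above a set limit at 5 µM in the primary screen, cut at about 50% in these data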;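 also: plate controls were negative control wells for no effect and 2.5 mM tranylcypromine positive control for full effect; values of inactives mirror those of a sister screen read the other way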
# Target sequence (P33261 whole entry, looked up): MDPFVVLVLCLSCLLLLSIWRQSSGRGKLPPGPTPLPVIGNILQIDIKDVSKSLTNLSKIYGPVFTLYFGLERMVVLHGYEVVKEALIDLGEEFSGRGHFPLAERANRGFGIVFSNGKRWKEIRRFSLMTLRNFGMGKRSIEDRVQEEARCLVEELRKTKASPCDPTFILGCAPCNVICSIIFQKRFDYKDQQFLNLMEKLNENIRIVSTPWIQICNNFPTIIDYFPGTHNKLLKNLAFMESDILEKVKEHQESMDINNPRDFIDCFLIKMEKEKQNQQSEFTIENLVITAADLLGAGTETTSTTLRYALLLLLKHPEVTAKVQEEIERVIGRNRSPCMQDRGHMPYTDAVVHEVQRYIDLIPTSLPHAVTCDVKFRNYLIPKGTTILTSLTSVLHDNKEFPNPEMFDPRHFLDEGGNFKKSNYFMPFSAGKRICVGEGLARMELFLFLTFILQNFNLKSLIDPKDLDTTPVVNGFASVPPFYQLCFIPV
# PLAP activator: human PLAP activation | P05187 | purified PLAP enzyme, luminescent substrate read-out; active compounds read high | activation fold at 20 µM | 96,000 tested, 1.2% active; in the data active = activation fold above about 2
# CD11b adhes inh: CD11b/CD18-fibrinogen binding inhibition; 93,000 tested, 0.54% active; K562 CD11b/CD18 adhesion to fibrinogen, ATPlite luminescence; Mn2+ added to activate the integrin; inhibition, % at 10 µM; P05107+P11215;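 active = primary inhibition of 50% or more at 10 µM, then 40% or more on retest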; also: some results filed as inactive read as strong as hits
# CD11b adhes enh: increases human CD11b/CD18 adhesion to fibrinogen; K562 CD11b/CD18 adhesion to fibrinogen, ATPlite luminescence; 93,000 tested, 0.07% active; activation, % at 10 µM; P05107+P11215;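 active = 10 µM primary screen giving 50% or more activity, confirmed by 40% or more on retest at that dose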; also: strong numbers were not always called active; reference of the scale not given here
# CYP2C19 activ: increases human CYP2C19 enzyme activity; activation factor at 5 µM; AID 1025; recombinant CYP2C19, luciferin-H EGE luminescence; active compounds read high; 0 = fully inhibited enzyme, 1 = untreated enzyme; 96,000 tested, under 10 active; P33261;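 active = activation factor of at least 2 at 5 µM in the primary screen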;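 also: 0 = wells with 2.5 mM tranylcypromine and 1 = vehicle-only wells; values of inactives mirror those of a sister screen read the other way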
# MT1-MMP txn act: MT1-MMP promoter transcription activation; HT1080 MT1-MMP promoter luciferase reporter, luminescence, overnight; active compounds read high; 86,000 tested, 0.16% active; activation factor at 10 µM;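 active = activation factor of at least 2 for MT1-MMP transcription at 10 µM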
# CYP2C9 act: CYP2C9 (human) activation; 96,000 tested, 1.4% active; activation factor at 5 µM; P11712; recombinant CYP2C9, luciferin-H conversion, luminescence; active compounds read high; factor 1 = untreated enzyme, 0 = blocked;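 active = activation factor of 2 or more for CYP2C9 at a 5 µM dose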;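 also: 0 = sulfaphenazole-blocked wells and 1 = vehicle-only wells; values of inactives mirror those of a sister screen read the other way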
# Active calls of the source: *; / = no result given.
SMILES,PTK2B oligo ant,CYP2C9 inhib,CYP2C19 inh,PLAP activator,CD11b adhes inh,CD11b adhes enh,CYP2C19 activ,MT1-MMP txn act,CYP2C9 act
O=S1(=O)N=C(N2CCN(Cc3ccc4c(c3)OCO4)CC2)c2ccccc21,-0.2,1,8,0.8,10,-3,0.9,0.8,1
CCCNC(=O)Cn1cnc2sc(C(=O)N3CCN(CCC)CC3)c(C)c2c1=O,0,6,0,1.2,-17,-2,1,1.1,0.9
CCOc1cc(OCC)cc(C(=O)NC(=S)Nc2cccc(C(F)(F)F)c2)c1,0.17,-58,-10,1,/,/,1.1,/,1.6
COc1ccc(S(=O)(=O)Nc2ccc3oc(C)c(C(=O)O)c3c2)cc1,/,13,38,0.9,-13,2,0.6,1,0.9
O=C(c1cc2ccccc2oc1=O)N(Cc1ccccc1)C1CCS(=O)(=O)C1 (centres undefined),1,13,9,1.2,/,/,0.9,1.7,0.9
CC(=O)NC1(c2cccc(F)c2)CCN(CC(=O)NC2CCCCC2)CC1,-0.39,13,41,1.3,/,/,0.6,1.1,0.9
CCN(Cc1ccccc1)C(c1cc2ccc(C)cc2[nH]c1=O)c1nnnn1CCOC (centres undefined),1.3,55*,7,1.7,-6,-2,0.9,1.2,0.4
CC(C)Nc1nc(NC(C)C)nc(N(C)n2cnnc2)n1,0.17,-4,2,1,-3,3,1,1.2,1
N#CCCN1CCN(C(CNS(=O)(=O)c2ccc(Cl)cc2)c2ccccc2)CC1 (centres undefined),1.1,12,90*,1.5,-4,-5,0.1,1.3,0.9
COc1ccc(C2C(C(=O)N3CCCCC3)CC(=O)N2c2ccc(OC)cc2)cc1 (centres undefined),0.07,-44,1,1.4,4,-2,1,1.1,1.4
COc1ccc2c(c1)C1(C)CC(C)(C)N2C(=O)N1c1ccccc1 (centres undefined),-0.47,6,23,1.1,-8,33,0.8,0.9,0.9
CCCCNC1C(CC)C(CCC)C(C#N)(C#N)C1(C#N)C#N (centres undefined),-1.7,-3,9,1.7,19,-4,0.9,1.1,1
CCSCCOC(=O)C1=C(C)NC(=O)NC1c1ccccc1 (centres undefined),/,4,32,0.7,0,6,0.7,1,1
CCOC(=O)c1ccccc1NC(=O)c1ccccc1NS(C)(=O)=O,-0.28,74*,55*,1.3,29,0,0.4,1.1,0.3
CC(/C=N/Nc1nc(N2CCCCC2)nc(N2CCCCC2)n1)=C\c1ccccc1,-1.9,22,7,1,5,-2,0.9,/,0.8
COc1ccc(OC)c(C2C(C#N)=C(N)Oc3cc(C)[nH]c(=O)c32)c1 (centres undefined),0.45,-3,-8,1.1,-1,0,1.1,0.8,1
Cc1cccc(OCCCSc2nc3ccc(C)cc3[nH]2)c1,3.7,78*,86*,1.2,101,-8,0.1,/,0.2
CCOC(=O)c1c(CC(C)C)csc1NC(=O)C(C)C,-0.42,-10,21,0.9,0,3,0.8,1.1,1.1
CC(=O)OC1COC(n2ccc3ccccc32)C(OC(C)=O)C1OC(C)=O (centres undefined),-0.2,27,67*,1.5,-9,-2,0.3,1.1,0.7
CCCCNc1nc(N(C)c2ccccc2)nc(-n2ccnc2)n1,-2.5,84*,85*,1,-8,-4,0.1,1.2,0.2
CCN1C(=O)/C(=C/c2cc(C)n(C)c2C)SC1=Nc1ccc(OC)cc1,-0.04,44,38,1.2,0,13,0.6,/,0.6
COc1cc(C(=O)Nc2nnc(CC(=O)N3CCOCC3)s2)cc(OC)c1OC,-0.7,19,-6,1.2,-3,-2,1.1,1.1,0.8
O=C(CCc1ccccc1)Nc1ccncc1,0.53,83*,86*,1,-8,2,0.1,1.2,0.2
CCOc1ccccc1C(=O)NCCCn1ccnc1,-0.25,65*,93*,1.1,0,2,0.1,1.2,0.3
CC1Cn2c(nnc2-c2cc3ccccc3cc2O)S1 (centres undefined),-0.61,24,45,1,-17,-2,0.6,1.1,0.8
COc1ccc(S(=O)(=O)N2CCCCCC2)cc1N(C)S(=O)(=O)c1ccc(Cl)cc1,-2,1,-9,1.1,/,/,1.1,/,1
CCCCn1c(SCc2cccnc2)nc2c1c(=O)n(C)c(=O)n2C,0.43,12,9,1,-27,0,0.9,1,0.9
CCN(CC)S(=O)(=O)c1ccc(NC(=O)CSc2nnc(-c3cccc(OC)c3)n2C)cc1,0.59,52*,23,1.2,3,-2,0.8,1,0.5
COC(=O)c1cc(NC(=O)CC2NCCNC2=O)cc(C(=O)OC)c1 (centres undefined),-0.84,12,10,1.4,-8,-5,0.9,1.2,0.9
COc1cc(C)c(S(=O)(=O)NCc2cccs2)cc1C,-0.31,66*,99*,1,13,-2,0,1.5,0.3
COc1ccccc1OCC(=O)Nc1ccc(CSc2ccccc2)cc1C,2.4,-28,-1,0.8,-4,10,1,/,1.3
CC(=O)N(CC1CCCO1)c1nnc(-c2cnccn2)s1 (centres undefined),0.41,-3,1,0.9,-7,-2,1,1,1
Cc1ccc(S(=O)(=O)N(C)CCCC(=O)N2CCOCC2)cc1,-0.1,-8,16,1,-9,3,0.8,1.1,1.1
O=C1CC(Nc2ccccc2)C(=O)N1Cc1ccccc1 (centres undefined),-0.95,24,91*,0.7,1,-5,0.1,1.1,0.8
COc1ccc(N2CCN(CCNC(=O)C3CC(=O)N(C4CCCC4)C3)CC2)cc1 (centres undefined),0.74,14,-9,1.3,/,/,1.1,1.4,0.9
COc1ccc(C(c2c[nH]c3ccccc23)c2c[nH]c3ccccc23)cc1O,/,100*,95*,1.1,1,4,0.1,/,0

# A draw from above in order of heavy-atom count, falling:
SMILES,PTK2B oligo ant,CYP2C9 inhib,CYP2C19 inh,PLAP activator,CD11b adhes inh,CD11b adhes enh,CYP2C19 activ,MT1-MMP txn act,CYP2C9 act
CCN(CC)S(=O)(=O)c1ccc(NC(=O)CSc2nnc(-c3cccc(OC)c3)n2C)cc1,0.59,52*,23,1.2,3,-2,0.8,1,0.5
N#CCCN1CCN(C(CNS(=O)(=O)c2ccc(Cl)cc2)c2ccccc2)CC1 (centres undefined),1.1,12,90*,1.5,-4,-5,0.1,1.3,0.9
CCOc1cc(OCC)cc(C(=O)NC(=S)Nc2cccc(C(F)(F)F)c2)c1,0.17,-58,-10,1,/,/,1.1,/,1.6
COc1ccc(S(=O)(=O)Nc2ccc3oc(C)c(C(=O)O)c3c2)cc1,/,13,38,0.9,-13,2,0.6,1,0.9
CCCCNc1nc(N(C)c2ccccc2)nc(-n2ccnc2)n1,-2.5,84*,85*,1,-8,-4,0.1,1.2,0.2
Cc1cccc(OCCCSc2nc3ccc(C)cc3[nH]2)c1,3.7,78*,86*,1.2,101,-8,0.1,/,0.2

# (further entries)
SMILES,PTK2B oligo ant,CYP2C9 inhib,CYP2C19 inh,PLAP activator,CD11b adhes inh,CD11b adhes enh,CYP2C19 activ,MT1-MMP txn act,CYP2C9 act
CN1CC2([N+](=O)[O-])CC=C(Oc3ccccc3)C([N+](=O)[O-])(C1)C2 (centres undefined),0.99,12,44,1.3,12,-5,0.6,/,0.9
Cc1cc(Br)ccc1OCC(=O)N(Cc1nc(-c2ccccc2)no1)C(C)C,-0.46,38,28,1.4,40,-6,0.7,1,0.6
CCC(=O)c1ccc(OCCN2CCOCC2)cc1,0.68,-10,-4,0.9,-5,2,1,1.2,1.1
CC(=O)c1c(C)[nH]c(C(=O)OCC(=O)NCCc2ccc(Cl)cc2)c1C,-0.16,87*,87*,1.6,-21,0,0.1,/,0.1
CC(C)(C)c1ccc(/C([O-])=C(/C(=S)NCc2ccco2)[n+]2ccccc2)cc1,/,26,2,1.3,3,-2,1,/,0.7
CCc1ccc(S(=O)(=O)NCc2cn3ccsc3n2)s1,0.09,-1,47,0.9,0,-4,0.5,1.1,1
Cc1cccc(C(=O)Nc2ccc(CC(=O)O)cc2)c1,0.93,-11,-1,0.9,-22,-5,1,1,1.1
COc1ccc(NC(=O)CN2CCN(CC(=O)Nc3ccccc3Cl)CC2)cc1Cl,1.2,57*,91*,1.5,/,/,0.1,1.1,0.4
Cc1[nH]nc2c1C1(CCN(C(=O)OCc3ccccc3)CC1)C(C#N)=C(N)O2,-0.22,48,68*,1.5,-1,0,0.3,1.1,0.5
CCC(=O)Nc1nnc(Sc2ccc(N(C)C)cc2)s1,0.37,-38,96*,1,0,2,0,1,1.4
CC1=C(C(=O)Nc2ccccc2)C(c2ccco2)n2ncnc2N1 (centres undefined),-0.11,-6,-10,1,-6,-4,1.1,1.1,1.1
O=C(c1ccco1)N1CCN(c2ncnc3sc4c(c23)CCC4)CC1,-0.08,86*,72*,1.6,-3,-1,0.3,1.1,0.1
COc1cccc(NS(=O)(=O)c2cc(C)ccc2OC)c1,-0.17,52*,69*,1.1,1,-2,0.3,/,0.5
O=C(c1ccc(S(=O)(=O)N2CCOCC2)cc1)N(c1ccccc1)C1C=CS(=O)(=O)C1 (centres undefined),0.44,0,39,0.9,-7,2,0.6,1,1
CC[N+](CC)(CCO)CCCN1C(=O)C2CC=C(Cl)CC2C1=O (centres undefined),/,-11,-13,1.1,6,-2,1.1,1,1.1
COc1ccc(S(=O)(=O)NCC(=O)N(CC(=O)NCC2CCCO2)c2c(C)cccc2C)cc1 (centres undefined),0.11,68*,20,1.6,-11,0,0.8,1,0.3
CCCC(c1nnnn1C(C)(C)CC)N(CCCO)Cc1cc2cc(C)cc(C)c2[nH]c1=O (centres undefined),0.25,53*,43,1.5,9,2,0.6,1.3,0.5
C=CCN(CCNP(=O)(OCC)OCC)CP(=O)(OCC)OCC,-0.08,-3,-2,1.2,/,/,1,1.2,1
CCN(CC)S(=O)(=O)c1ccc(N2CCOCC2)c(C(=O)O)c1,-0.57,19,9,0.9,1,0,0.9,/,0.8
CCOC(=O)CCC(=O)Nc1ccccc1C(N)=O,0.47,3,-3,0.9,2,0,1,1.1,1
CCOc1cc(C)c(-c2onc(C(F)(F)F)c2-c2csc(C)n2)c(O)c1,-2.2,21,76*,1,0,-10,0.2,1.1,0.8
CCOC(=O)NC1CCS(=O)(=O)C1 (centres undefined),-0.86,-16,-11,1,-6,-4,1.1,1.1,1.2
Cc1ccc(C)c(OCC(=O)Nc2cc(C)on2)c1,/,11,-1,0.9,8,1,1,1.3,0.9
CS(=O)(=O)N(CC(=O)NCCSCc1c(F)cccc1Cl)c1ccc2c(c1)OCO2,0.95,57*,79*,1.6,16,-2,0.2,1,0.4
O=C(CN(Cc1ccco1)C(=O)Cn1nnc(-c2ccc(F)cc2)n1)NC1CCCC1,0.05,39,15,1.1,3,-1,0.9,1,0.6
Cc1ccc(Cn2nnc3c(=O)n(CC(=O)N4CCN(c5ccccc5)CC4)cnc32)cc1,0.47,6,38,0.7,-8,0,0.6,1,0.9
COc1cc(NC(=O)C(C)Oc2ccccc2)cc(OC)c1 (centres undefined),-0.34,79*,86*,1.1,-20,-2,0.1,1.1,0.2
Cc1ccc(C(=O)NCC(=O)OCC(=O)c2c(N)n(C)c(=O)n(C)c2=O)s1,0.4,58*,7,0.8,1,-2,0.9,1.1,0.4
NC(=O)C1CNc2ccccc2O1 (centres undefined),0.58,-3,-6,1.2,-4,-1,1.1,1.3,1
CCc1ccc(NC(=O)c2noc3c2CCc2ccccc2-3)cc1,0.6,-112,4,0.5,0,1,1,1,2.1*
CC(C)C(=O)Nc1ccccc1N1CCN(C(=O)c2ccccc2)CC1,-0.59,63*,68*,1.4,-10,0,0.3,1,0.4
CCCCCOc1ccccc1C(=O)NCCCC(=O)O,1.1,-11,-16,1.1,0,-2,1.2,1.1,1.1
CCc1ccc(N(C(=O)c2csnn2)C(C(=O)NC(C)(C)C)c2ccncc2)cc1 (centres undefined),-0.13,9,46,1.1,/,/,0.5,/,0.9
COc1cccc(NC(=O)COC(=O)c2c3c(nc4ccccc24)CCC(C)C3)c1 (centres undefined),-4.7*,56*,45,1,/,/,0.6,1,0.4
